GPR35 arrestin U2OS: GPR35 antagonists blocking zaprinast-driven arrestin recruitment, primary screen, imaging, U2OS, beta-arrestin-GFP, zaprinast agonist (AID 2058). U2OS GPR35 beta-arrestin-GFP translocation imaging, zaprinast antagonism; higher % means a stronger effect. one-dose inhibition, % at 10 µM; IC50 in µM for titrated hits. 0.052% of 290,000 active;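 active means inhibition of at least 50% with at least 30 cells and total cytoplasm GFP at most 10,000,000; inconclusive means under 30 cells or total GFP of 10,000,000 plus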
PhoP inhibition: PhoP-dependent GFP reporter repression – Salmonella Typhimurium, primary screen (AID 1863); inhibition, % at 50 µM; hits with a dose series show IC50 in µM; 0.16% of 300,000 active; S. Typhimurium PhoP-regulated promoter GFP reporter, 4 h; higher % means a stronger effect;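 active means inhibition over 29.93%, a cutoff 3 SD above the screen mean, later confirmed by dose response; inconclusive means inhibition over 29.93% but no dose response follow-up; inactive means inhibition at most 29.93% or unconfirmed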;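 further: 0% = low Mg2+ inducing control and 100% = high Mg2+ repressing control; strong numbers were not always called active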
RSV CPE inhibition: inhibition of RSV-induced cytopathic effect – HEp-2 cells, primary 10 µM value included (AID 2391); HEp-2 cells, RSV-induced CPE inhibition; higher % means a stronger effect; CPE inhibition, % at 10 µM; hits with a dose series show IC50 in µM; 0.13% of 310,000 active; in the data active means a potency from the dose series; inconclusive means CPE inhibition mostly from about 23% at the one dose, without a potency; inactive means the rest, 99 in 100 with CPE inhibition below about 21%; further: strong numbers were not always called active
Dengue-2 NS5 capping: flavivirus cap methylation enzyme inhibition – biochemical, confirmation dose response, primary screen (AID 588689) | Dengue-2 NS5 methyltransferase capping enzyme assay, biochemical; higher % means a stronger effect | 0.3% of 340,000 active | inhibition, % at 25 µM; hits with a dose series show IC50 in µM; in the data active means a potency from the dose series; inconclusive means inhibition above about 29% without an active follow-up result
SV40 large T antigen: SV40 large T antigen inhibitors, biochemical (AID 1903) | SV40 large T antigen ATPase/helicase inhibition assay; higher % means a stronger effect | 0.39% of 310,000 active | inhibition, % at 20 µM; hits with a dose series show IC50 in µM; in the data active means a potency from the dose series; inconclusive means inhibition mostly from about 32% at the one dose, without a potency; inactive means the rest, 99 in 100 with inhibition below about 32%; further: strong numbers were not always called active
ER stress rescue: protection against thapsigargin-triggered cell killing – 384-well, CSM14.1, ATP luminescence, primary screen (AID 1222); 190,000 tested, under 10 active; cellular ATP content (survival), % at 20 µM; hits with a dose series show EC50 in µM; CSM14.1 thapsigargin-induced death rescue, ATP luminescence; higher % means a stronger effect;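 active means EC50 below 50 µM in the dose-response confirmation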;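 further: death triggered by thapsigargin at about 15 µM added after 2 h compound pretreatment; cell ATP read after overnight thapsigargin exposure of roughly 18 to 22 hours; normalized against plate controls of thapsigargin alone and 5% DMSO vehicle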
MgcRacGAP inhibition: MgcRacGAP GTPase-activating activity inhibitors, confirmation, biochemical, ADP Hunter fluorescence; one-dose inhibition, % at 30 µM; IC50 in µM for titrated hits; 0.6% of 340,000 active; MgcRacGAP-stimulated Rac1 GTP hydrolysis, ADP Hunter fluorescence; higher % means a stronger effect; GST-tagged Rac1 F28L mutant substrate;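 active means first-screen hits whose inhibition reached a set limit at any dose in the follow-up dose series; inconclusive means inhibition above the set first-screen limit but never retested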;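 further: fluorescence reports GDP produced by GAP-driven GTP hydrolysis; strong numbers were not always called active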
LYP inhibition: inhibitors of LYP phosphatase, biochemical, fluorescence intensity, uHTS (AID 1779). 0.054% of 290,000 active. recombinant LYP phosphatase, fluorescence intensity; higher % means a stronger effect. one-dose inhibition, % at 11.5 µM; IC50 in µM for titrated hits; in the data active means inhibition above about 50%;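 further: plate controls were vehicle with enzyme for no effect and no enzyme for full effect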
West Nile antiviral: West Nile virus antiviral activity, cell-based, CPE readout (AID 1621); West Nile virus-infected cells, CPE inhibition; higher % means a stronger effect; one-dose CPE inhibition, % at 10 µM; IC50 in µM for titrated hits; 0.02% of 290,000 active; in the data active means a potency from the dose series; inconclusive means CPE inhibition mostly from about 3.7% at the one dose, without a potency; inactive means the rest, 99 in 100 with CPE inhibition below about 2.2%; further: strong numbers were not always called active
Dengue-2 NS5 capping pilot replicate: second read-out of Dengue-2 NS5 capping, no call of its own (marks repeat the call); inhibition, %; measured here: pilot screen replicate inhibition
* hit, by the source's call; ? = inconclusive; / = not tested or not shown; & = joins results of further samples.

The first 2 compounds (preview)
SMILES	GPR35 arrestin U2OS	PhoP inhibition	RSV CPE inhibition	Dengue-2 NS5 capping	SV40 large T antigen	ER stress rescue	MgcRacGAP inhibition	LYP inhibition	West Nile antiviral	others
O=C(/C=C/c1ccc([N+](=O)[O-])o1)NNC(=O)c1ccc(F)cc1	2%	23%	-0.1%	-10%	23%	/	11%	-8%	-2.4%
CCCCOC1(c2ccccc2)NC(=S)NN=C1c1ccccc1 (centres undefined)	6%	-5%	0.1%	/	66%	3.0%	/	-2%	0.5%

The list itself, previewed entries included:
SMILES	GPR35 arrestin U2OS	PhoP inhibition	RSV CPE inhibition	Dengue-2 NS5 capping	SV40 large T antigen	ER stress rescue	MgcRacGAP inhibition	LYP inhibition	West Nile antiviral	others
O=C(/C=C/c1ccc([N+](=O)[O-])o1)NNC(=O)c1ccc(F)cc1	2%	23%	-0.1%	-10%	23%	/	11%	-8%	-2.4%
CCCCOC1(c2ccccc2)NC(=S)NN=C1c1ccccc1 (centres undefined)	6%	-5%	0.1%	/	66%	3.0%	/	-2%	0.5%
O=C(Nc1ccccc1)c1cccnc1Nc1ccccc1	-2%	2%	1.9%	-9%	2%	-2.1%	-1%	-2%	0.4%
C=CCSc1nnc2c(n1)OC(c1ccccn1)N(C(C)=O)c1ccccc1-2 (centres undefined)	1%	3%	1.1%	-10%	-1%	-0.7%	3%	-12%	0.3%
CC1CCCCN1CCCNC(=O)c1ccc2nc(N3CCCCC3)sc2c1 (centres undefined)	-1%	/	2.2%	3%	/	/	6%	-3%	-1.0%
Cc1c(N=C2C=C(Br)C(=O)C(Br)=C2)c(=O)n(-c2ccccc2)n1C	-15%	4%	/	82µM*	27µM*	0.3%	52µM*	-3%	0.5%
CSCCC(NC(=O)COc1ccccc1)C(=O)N1CCCC(C(F)(F)F)C1 (centres undefined)	/	6%	-1.3%	-1%	?	/	6%	/	/
COc1ccc(CN2C(=O)C(Cc3ccccc3)Nc3ncnc(N4CCCCC4)c32)cc1 (centres undefined)	/	13%	-0.6%	-13%	22%	/	10%	/	/
Cc1ccc(Cn2ncc3c(N4CCN(C)CC4)ncnc32)cc1	0%	-8%	0.3%	-4%	9%	-1.3%	4%	-5%	0.2%
Cc1cc2c(s1)c1cnn(CC(=O)NCCc3ccccc3)c(=O)c1n2C	17%	-7%	10%	/	1%	0.1%	/	-4%	-0.5%
CCCCOc1cc(C(=O)NCCN(CC)CC)c2ccccc2n1	5%	7%&5%&-9%&7%	-3.7%&3.2%	?	3%&18%&11%&10%	-0.5%	7%&8%	-3%	-0.2%&0.9%
Cn1c(C(=O)NCc2cccs2)cc2oc3ccccc3c21	4%	-2%	18µM*	5%	24%	-1.4%	2%	5%	/
COc1ccc(C(=O)NNC(=S)NC2CCCCC2)cc1OC	12%	-3%	0.4%	-1%	15%	-2.2%	1%	-7%	-0.1%
O=C(O)c1cc(S(=O)(=O)Nc2ccc(N3CCCCC3)cc2)ccc1Cl	17%	0%	2.7%	-5%	25%	-0.5%	10%	-3%	0.2%
C=CCSc1ncnc2sc(C)c(C)c12	-4%	41%	3.5%	4%	7%	-1.0%	2%	-7%	-0.5%
CC1=C(C(=O)N2CCOCC2)C(c2ccc(Cl)cc2)NC(=S)N1 (centres undefined)	6%	3%	1.3%	-6%	17%	-3.2%	5%	-2%	-0.2%
CC(C)CCNC(=O)C(=O)Nc1ccc2c(c1)N(S(=O)(=O)c1cccs1)CCC2	/	7%	0.2%	-8%	6%	/	4%	/	/
CCCN(C(=O)CCOc1ccc(C(C)(C)C)cc1)c1c(N)n(Cc2ccccc2)c(=O)[nH]c1=O	/	-1%	2.0%	-3%	6%	/	4%	/	/
CC/C(C)=N/N1C(=O)c2ccccc2NC1(C)CC (centres undefined)	8%	-7%	1.2%	-12%	6%	2.0%	-10%	-5%	0.6%
NC(=S)N/N=C/c1ncc(C(F)(F)F)cc1Cl	-13%	-1%	2.7%	/	9%	/	/	-8%	-0.5%
CNC(=O)c1cc2cc(OC)ccc2n1CCN(Cc1ccccc1)Cc1ccccc1	3%	0%	-0.2%	-9%	2%	5.8%	5%	-5%	-0.4%
CCOC(=O)c1nnn(CC(=O)Nc2cccc(OC)c2)c1C(=O)OCC	-9%	-6%	0.8%	-6%	14%	-4.0%	6%	-7%	0.0%
COC(=O)Nc1ccc(S(=O)(=O)NC2CCS(=O)(=O)C2)cc1 (centres undefined)	1%	-2%	1.9%	-8%	11%	/	-3%	-4%	-0.3%
Cc1ccc(Sc2c(C#N)c(-c3ccccc3)nn2C)cc1	20%	16%	3.3%	-5%	1%	-0.1%	2%	0%	0.0%
COc1ccc(OC2CCN(S(=O)(=O)c3cccc(F)c3)CC2)cc1	-4%	-12%	11%	-14%	8%	/	3%	5%	-1.7%

Ordered by molar mass (high to low): some entries from above.
SMILES	GPR35 arrestin U2OS	PhoP inhibition	RSV CPE inhibition	Dengue-2 NS5 capping	SV40 large T antigen	ER stress rescue	MgcRacGAP inhibition	LYP inhibition	West Nile antiviral	others
CCCN(C(=O)CCOc1ccc(C(C)(C)C)cc1)c1c(N)n(Cc2ccccc2)c(=O)[nH]c1=O	/	-1%	2.0%	-3%	6%	/	4%	/	/
Cc1c(N=C2C=C(Br)C(=O)C(Br)=C2)c(=O)n(-c2ccccc2)n1C	-15%	4%	/	82µM*	27µM*	0.3%	52µM*	-3%	0.5%
COc1ccc(CN2C(=O)C(Cc3ccccc3)Nc3ncnc(N4CCCCC4)c32)cc1 (centres undefined)	/	13%	-0.6%	-13%	22%	/	10%	/	/
COC(=O)Nc1ccc(S(=O)(=O)NC2CCS(=O)(=O)C2)cc1 (centres undefined)	1%	-2%	1.9%	-8%	11%	/	-3%	-4%	-0.3%
CCCCOC1(c2ccccc2)NC(=S)NN=C1c1ccccc1 (centres undefined)	6%	-5%	0.1%	/	66%	3.0%	/	-2%	0.5%
Cc1ccc(Cn2ncc3c(N4CCN(C)CC4)ncnc32)cc1	0%	-8%	0.3%	-4%	9%	-1.3%	4%	-5%	0.2%
CC/C(C)=N/N1C(=O)c2ccccc2NC1(C)CC (centres undefined)	8%	-7%	1.2%	-12%	6%	2.0%	-10%	-5%	0.6%

Remaining list, next part:
SMILES	GPR35 arrestin U2OS	PhoP inhibition	RSV CPE inhibition	Dengue-2 NS5 capping	SV40 large T antigen	ER stress rescue	MgcRacGAP inhibition	LYP inhibition	West Nile antiviral	others
CCOC(=O)CC(NC(=O)c1cc2cccc(OC)c2oc1=O)c1cccc([N+](=O)[O-])c1 (centres undefined)	9%	2%	2.5%	2%	2%	-0.9%	-7%	9%	0.0%
CCOc1cc(NS(C)(=O)=O)c(OCC)cc1NC(=O)c1cccs1	8%	7%	0.9%	6%	?	-2.0%	9%	-6%	-0.5%	Dengue-2 NS5 capping pilot replicate=-2.7
COc1ccc(-c2cc(C(=O)OCC(=O)N3CCCC3)c3ccccc3n2)cc1	-8%	10%	11%	-1%	12%	-0.8%	13%	0%	0.6%
Cc1ccn(CCNC(=O)C2CCC(=O)N(CCc3ccc(Cl)cc3)C2)n1 (centres undefined)	-2%	-6%	0.9%	2%	24%	/	4%	-7%	0.4%
COc1ccc(-c2cc(C)no2)cc1S(=O)(=O)N1CCOc2ccc(Cl)cc21	10%	-12%	1.2%	-19%	7%	/	9%	-2%	0.0%
O=C(CCc1nc2ccccc2s1)Nc1cccnc1	7%	-9%	3.0%	-1%	17%	/	13%	-6%	0.2%
COc1cc(/C=N/NC(=O)c2ccc3nc[nH]c3c2)ccc1O	6%	1%	-0.3%	-3%	7.4µM*	/	?	7%	1.4%
COc1ccccc1NS(=O)(=O)c1cc(N)ccc1N1CCCCC1	0%	11%	1.2%	-10%	0%	-1.0%	6%	5%	0.2%
COc1ccc(NC(=O)CSC2CC(=O)N(c3ccc4c(c3)OCCO4)C2=O)cc1 (centres undefined)	-7%	-8%	0.6%	-8%	7%	1.5%	11%	-3%	0.3%
CN(C)C=Nc1nc2ccccc2nc1N1CCCC1	3%	0%	2.5%	7%	5%	-0.9%	3%	4%	0.1%
Cc1ccccc1-c1cc(-c2ccccc2O)on1	8%	-4%	7.2%	-6%	4%	-2.1%	6%	-4%	-0.1%
CCC(C)c1ccc(O)c(NC(=O)c2cncc(Br)c2)c1 (centres undefined)	2%	-8%	2.5%	-4%	4%	-2.7%	1%	-1%	2.9%
O=C(c1ccc(OC2CCN(Cc3ccccn3)CC2)cc1)N1CCCCO1	26%	-7%	-1.4%	-1%	8%	-0.5%	0%	-4%	1.2%
C=CCN1C(=O)c2ccccc2Sc2ccc(C(=O)N3CCN(C)CC3)cc21	-10%	5%	-2.2%	5%	4%	-0.3%	10%	-9%	/
CCOc1ccc(/C=N/NC(=O)c2cc3c(OC)cccc3[nH]2)cc1	-14%	-1%	5.2%	-1%	24%	/	5%	-9%	0.1%
C=C(C)c1cccc(C(C)(C)NC(=O)Nc2ccc(C(C)=O)cc2)c1	6%	-2%	4.8%	-6%	14%	-1.5%	5%	-4%	-0.7%
CCOC(=O)c1cccc(NC(=O)CCCn2c(=O)c3cccn3c3cccnc32)c1	9%	8%	0.5%	-14%	6%	/	9%	-10%	0.8%
CSc1ccccc1NC(=O)COc1ccccc1Cl	12%	-5%	13%	-1%	8%	1.5%	1%	-1%	-0.1%
COCCN(CCOC)Cc1c(C)[nH]c2ccccc2c1=O	-6%	6%	1.5%	-1%	/	/	4%	4%	0.4%
CN(C)C(=O)c1ccc(-n2cccn2)nc1	-9%	7%	-0.7%	-2%	1%	-0.2%	3%	-5%	-0.3%
COc1ccc(N2CC(C(=O)Nc3ccncc3)CC2=O)cc1 (centres undefined)	-3%	2%	1.4%	-12%	4%	/	4%	-2%	0.4%
O=C(O)c1cc(NS(=O)(=O)c2cccc3nsnc23)cc(C(=O)O)c1	-4%	2%	1.1%	3%	3%	/	7%	-3%	-0.2%
C#C[C@]1(O)CC[C@H]2[C@@H]3CCc4cc(OC)ccc4[C@H]3CC[C@@]21C	-20%	-3%&-9%	12%	-9%	2%&-2%	-1.3%	9%	2%	0.0%

Random excerpt: three records from the list
SMILES	GPR35 arrestin U2OS	PhoP inhibition	RSV CPE inhibition	Dengue-2 NS5 capping	SV40 large T antigen	ER stress rescue	MgcRacGAP inhibition	LYP inhibition	West Nile antiviral	others
O=C(O)c1cc(NS(=O)(=O)c2cccc3nsnc23)cc(C(=O)O)c1	-4%	2%	1.1%	3%	3%	/	7%	-3%	-0.2%
CCOc1ccc(/C=N/NC(=O)c2cc3c(OC)cccc3[nH]2)cc1	-14%	-1%	5.2%	-1%	24%	/	5%	-9%	0.1%
Cc1ccn(CCNC(=O)C2CCC(=O)N(CCc3ccc(Cl)cc3)C2)n1 (centres undefined)	-2%	-6%	0.9%	2%	24%	/	4%	-7%	0.4%
